FN deposition inh: inhibitors of fibronectin matrix deposition, primary screen, AH1F cells, Alexa488-fibronectin fluorescence, plate reader | AH1F fibroblasts, overnight | inhibition, % at 12.6 µM | 0.086% of 350,000 active | AID 743247, 2014;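 active = mean inhibition across replicates of 30% or more, regardless of how many single replicates reach that level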;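 also: positive control wells lacked labelled fibronectin entirely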
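Material – AH1F fibroblast monolayer, labelled fibronectin deposition · Reagent – labelled fibronectin 24 nM · Timing – 1 h adhesion, overnight exposure · Measured by – fluorescence at 485 nm excitation, 525 nm emission · Read-out – inhibition of fibronectin deposition signal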
C2C12 statin: suppressors of statin myotoxicity in C2C12 myotubes, primary screen, cell-based, single point, plate reader; 0.78% of 330,000 active; C2C12 myotubes + simvastatin, ATP luminescence, 48 h; scaled: DMSO 0, geranylgeraniol control 100; rescue of ATP level, % at 7.49 µM;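 active = mean ATP rescue above about 67%, or every replicate alone reaching that limit, limit read from the data, passing the limit was not always enough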;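 also: myotubes were challenged with 10 µM simvastatin during compound exposure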
PglD inh: C. jejuni PglD acetyltransferase inhibitors, primary screen, biochemical, DTNB colorimetric, single point; 0.098% of 360,000 active; UDP-N-acetylbacillosamine N-acetyltransferase PglD (Campylobacter jejuni); inhibition, % at 12.5 µM; purified PglD enzyme, DTNB colorimetric CoA detection; in the data active = inhibition above about 16%, passing the limit was not always enough; also: strong numbers were not always called active
miR122 inh: miR-122 Renilla sensor signal increase in Huh7, primary screen, miR-122 inhibitor project, cell-based, single point, plate reader; 0.3% of 340,000 active; Huh7 miR-122 Renilla luciferase sensor, 48 h; neutral wells = 0, positive control = 100; AID 602342, 2012; activation (reporter increase), % at 12.5 µM;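 active = mean replicate activation score at least 90 and every replicate individually at or above 90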;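 also: higher luciferase means less miR-122 activity so hits act as miR-122 inhibitors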
INS-1E GSIS act: GLuc luminescence reporter in INS-1E cells, primary screen for activators of glucose-dependent secretion of insulin. 0.61% of 370,000 active. INS-1E GLuc reporter insulin secretion, 2-3 h. activation, % at 16.6 µM;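 active = lowest replicate activation of at least 40%, so every replicate reaches that level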;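 also: 0% = median of neutral control wells and 100% = median of IBMX positive control wells; some compounds called inactive have numbers as strong as hits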
Cneo AK release: Cryptococcus neoformans cell lysis inducers, primary screen, AK release luminescence, single concentration | C. neoformans lysis, adenylate kinase release luminescence, 4 h; normalised: neutral wells 0, clomiphene wells 100 | lysis activity, % at 15 µM | 0.2% of 360,000 active | AID 651654, 2012;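 active = mean lysis activity across replicates of at least 80%, whatever share of replicates individually reach that level; inactive = mean lysis activity below 80%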
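Material – log-phase Cryptococcus neoformans yeast cells · Input – 5 × 10^6 yeast cells/mL · Medium – fresh YPD growth medium · Doses – single compound concentration per well · Timing – static 4 h at 37 °C with compound, 1 h detection · Detection – adenylate kinase release luminescence · Read-out – signal increase indicating cell lysis · Control set – Clomiphene as positive lysis control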
PGC1a acetyl inh: inhibitors of PGC1a acetylation signal, primary screen, cell-based, U2OS, AlphaScreen, inhibitor mode; AlphaScreen anti-acetyl-lysine; with virally co-expressed GCN5 acetyltransferase; inhibition, % at 15.6 µM; 0.17% of 350,000 active; AID 651687, 2012;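 active = every replicate shows inhibition of at least 40%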;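 also: 0% = neutral control wells and 100% = positive control wells; some results beyond the cut were filed as inactive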
CFTR F508del cor: F508del CFTR correction, initial screen, CFBE line, single point | CFBE cells, YFP halide quenching; stimulated with forskolin plus potentiator P3; % fluorescence drop versus neutral controls | AID 720511, 2013 | activity (quench increase), % at 7.58 µM | 0.36% of 350,000 active;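 active = mean added fluorescence quench of at least 8% versus neutral control, with both replicates also reaching 8%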;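 also: cells transiently co-express mutant CFTR-F508del with the halide-sensitive YFP; corrector assay measuring rescue of mutant channel to the surface after 24 h compound exposure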
* = called active by the depositor; · = no result given; [ ] = another dose, or the depositor's remark.

Sequence of screens – FN deposition inh	C2C12 statin	PglD inh	miR122 inh	INS-1E GSIS act	Cneo AK release	PGC1a acetyl inh	CFTR F508del cor
> O=C(O)c1nn(CC(=O)N2CCN(c3ncc(C(F)(F)F)cc3Cl)CC2)c(=O)c2ccccc12
→ 2.5	3.7	-2.7	-11.7	-2.1	-0.5	-20.2	-1.2
> COc1ccc(C#Cc2c(-c3ccccc3)n(-c3ccccc3)c3ccc(CO)cc23)cc1
→ -11.5	89.1*	6.0	4.7	-9.8	1.6	-70.8	0.8
> Nc1ccc(OCCc2ccccc2)cc1
→ -7.1	12.2	0.7	1.0	·	-1.2	-10.7	3.0
> CN(C)C(=O)C[C@H]1CC[C@@H]2[C@H](COc3ccc(NC(=O)c4ccc(F)c(F)c4)cc3C(=O)N2C)O1
→ -12.5	4.1	-0.4	1.4[16.7 µM]	12.6	-3.2	1.4	1.7
> COc1ccc(C2C(C(=O)Nc3ccccc3)=C(C)Nc3nc(CCCO)nn32)cc1 (stereo not drawn)
→ 0.2	0.5	0.0	-27.7	·	-0.4	-52.1	·
> COc1ccccc1CNc1ncccc1[N+](=O)[O-]
→ 4.3	-9.8	-1.8	-7.9	14.5	-2.2	6.5	0.7
> CCOC(=O)Cn1c(=O)c2c(nc(N3CCCCC3)n2Cc2ccccc2)n(C)c1=O
→ ·	7.1	-3.3	-4.0	·	-2.8	-5.5	·
> CNC[C@@H]1Oc2ccc(NC(=O)Cc3ccccc3)cc2CC(=O)N([C@H](C)CO)C[C@H]1C
→ -1.1	44.2	2.5	-6.0[16.7 µM]	3.1	3.1	-2.4	-1.4
> CN(C)CC(=O)Nc1ccc2c(c1)[C@@H]1C[C@@H](CC(=O)NCc3ccccc3F)O[C@H](CO)[C@@H]1O2
→ 3.7	0.3	3.7	1.5[16.7 µM]	-7.1	3.3	-1.0	-1.8
> O=C(NCc1cccs1)C1CCN(c2nc3ccccc3o2)CC1
→ -0.4	2.3	-1.8	1.1	8.2	1.7	-16.1	·
> CN1CCCN(C2C3CC4CC(C3)CC2C4)CC1 (stereo not drawn)
→ -4.4	-5.6	0.9	0.0	19.6	-1.8	4.0	·
> COc1ccc(OC(=O)C2CC(=O)N(c3ccc(C)cc3)C2)cc1 (stereo not drawn)
→ -1.5	·	·	·	-2.9	·	7.4	0.6
> C=CCOc1ccc(/C=C2\SC(=S)N(C(C(=O)O)c3ccccc3)C2=O)cc1 (stereo not drawn)
→ 7.3	·	·	·	-8.6	·	1.1	-2.6
> CC(C)Nc1nc(NC(C)C)nc(Oc2ccc(/C=N/O)cc2)n1
→ 8.6	21.4	-6.2	-4.8	·	0.1	-5.4	·
> COc1ccc(-c2nc(CCNC(=O)c3ccco3)cs2)cc1OC
→ 12.0	6.5	-1.7	2.7	88.6*	-4.2	1.9	1.0
> CC(=NCCCn1ccnc1)C1=C(O)c2ccccc2C1=O
→ 6.9	21.0	2.9	·	·	0.4	-0.4	·
> Cc1ccccc1OCc1nnc(SCCN2CCCC2)n1-c1ccccc1
→ 2.9	·	·	·	8.6	·	-14.7	-1.5
> CO[C@@H]1CN(C)C(=O)c2ccc(NC(=O)Nc3ccccc3)cc2OC[C@H](C)N(C(C)=O)C[C@@H]1C
→ -1.7	-13.8	-3.4	0.7[16.7 µM]	-11.9	3.6	·	·
> Cc1cccc(NCc2ccc(O)c3ncccc23)c1C
→ 0.3	·	·	-10.7	2.4	·	26.2	0.6
> CCO[C@@H]1OC(C(=O)NCc2ccccc2)=C[C@H](c2csc3ccccc23)[C@H]1CCCO
→ -12.3	-7.5	3.0	9.8	-22.1	-0.2	-14.1	-0.3

Following part
Sequence of screens – FN deposition inh	C2C12 statin	PglD inh	miR122 inh	INS-1E GSIS act	Cneo AK release	PGC1a acetyl inh	CFTR F508del cor
> O=C(C[C@@H]1C=C[C@H](NC(=O)Nc2cc(F)ccc2F)[C@H](CO)O1)NCc1ccccn1
→ ·	-1.7	0.3	·	2.0	0.1	-1.1	-2.0
> O=C(C1CCOCC1)N1CC(=O)N2[C@@H](CO)[C@H](c3ccc(/C=C/c4ccccc4)cc3)[C@@H]2C1
→ 0.3	·	·	·	-14.8	·	5.1	-2.3
> Cc1csc2nc(COC(=O)CNC(=O)c3ccc(Cl)cc3)cc(=O)n12
→ 3.0	-0.1	1.3	·	·	-0.7	-4.1	3.4
> COc1cccc(-c2cc(C(F)(F)F)c(C#N)c(=O)[nH]2)c1
→ -9.8	-7.9	2.6	-5.6	-25.3	3.5	3.3	-2.4
> CC(C)NC(=O)N(C)C[C@H]1Oc2cc(C#CC(C)(C)O)ccc2S(=O)(=O)N([C@H](C)CO)C[C@@H]1C
→ -2.5	3.4	1.2	-0.6[16.7 µM]	18.9	3.0	12.9	-2.5
> O=c1nc2n(c3ncccc13)CCC2
→ ·	-4.5	2.5	-0.1	11.7	1.6	0.2	0.4
> Cc1ccc(C2CC(c3cccs3)=NN2C(=O)CSC2=NN3CCCC(=O)N=C3S2)cc1 (stereo not drawn)
→ -1.9	1.1	2.1	-0.2	-39.4	-0.8	-11.2	-1.6
> COC(=O)CSc1nnc(COc2ccc([N+](=O)[O-])cc2)n1C
→ 9.3	-4.3	·	-1.0	2.1	·	10.8	-3.3
> C/C(=N\Nc1nc(N)cc(Cl)n1)c1ccc(F)cc1
→ -1.4	-7.1	1.8	2.9	2.8	-0.7	·	-1.7
> O=C(C1CCOCC1)N1C[C@@H]2[C@H](c3ccccc31)[C@@H](CO)N2Cc1ccccc1F
→ ·	3.8	-5.7	20.3[16.7 µM]	-5.7	41.4	-0.5	-2.4
> O=C(NCC(=O)N1CCN(S(=O)(=O)c2ccc3c(c2)OCCO3)CC1)c1ccccc1Cl
→ -0.4	-2.3	-1.2	-1.9	7.2	-6.6	5.8	1.2
> Cc1onc(-c2ccccc2Cl)c1C(=O)NCC1CCCO1 (stereo not drawn)
→ ·	3.6	4.3	-6.5	20.3	0.5	1.1	·
> COc1ccc(-n2c(SCC(=O)N3CCCCC3)nc(O)cc2=O)cc1
→ 12.5	119.9*	-3.0	-3.1	11.7	0.0	-2.7	·
> O=C(c1ccc(Cl)c([N+](=O)[O-])c1)N1CCN(c2ccccc2)CC1
→ 6.8	·	·	-4.3	-22.9	·	-5.7	-2.0
> O=C(C[C@@H]1CC[C@H]2[C@@H](COC[C@@H](O)CN2Cc2cccc(Cl)c2)O1)NCc1cccc(F)c1
→ 6.1	51.9	0.6	7.5[16.7 µM]	-14.7	-2.8	-16.8	0.0
> O=C(NC(=S)Nc1ccc(Cl)c(C(=O)O)c1)c1ccco1
→ -0.2	-2.8	-4.0	-0.5	6.6	-2.3	1.5	1.1
> Nc1ncnc2c1ncn2[C@@H]1O[C@H](CNS(=O)(=O)c2ccc3c(c2)CCN(C(=O)C(F)(F)F)C3)[C@@H](O)[C@H]1O
→ -3.3	21.6	-1.8	-4.1	12.6	-5.8	-8.3	1.9
> CCCN(CC(=O)Nc1ccccc1C)C(=O)CC(NC(=O)c1ccccc1)c1ccccc1 (stereo not drawn)
→ -4.3	-2.6	-2.4	-7.1	-19.0	2.5	-8.0	2.1
> Cc1cc(C)c2[nH]c3nc(SCC(=O)O)nnc3c2c1
→ -3.1	1.1	-2.1	4.0	41.6	-0.9	-3.9	-2.6
> C[C@@H]1CN([C@@H](C)CO)C(=O)Cc2cc(NC(=O)Nc3ccc4c(c3)OCO4)ccc2O[C@@H]1CN(C)S(=O)(=O)c1ccc(Cl)cc1
→ 10.3	-7.9	-1.1	-0.6[16.7 µM]	-35.8	0.8	3.9	0.6

Profiles, looked up by structure. Order of screens: FN deposition inh	C2C12 statin	PglD inh	miR122 inh	INS-1E GSIS act	Cneo AK release	PGC1a acetyl inh	CFTR F508del cor
O=C(c1ccc(Cl)c([N+](=O)[O-])c1)N1CCN(c2ccccc2)CC1 reads 6.8	·	·	-4.3	-22.9	·	-5.7	-2.0
COC(=O)CSc1nnc(COc2ccc([N+](=O)[O-])cc2)n1C reads 9.3	-4.3	·	-1.0	2.1	·	10.8	-3.3
O=C(C1CCOCC1)N1CC(=O)N2[C@@H](CO)[C@H](c3ccc(/C=C/c4ccccc4)cc3)[C@@H]2C1 reads 0.3	·	·	·	-14.8	·	5.1	-2.3

(list continues)
Sequence of screens – FN deposition inh	C2C12 statin	PglD inh	miR122 inh	INS-1E GSIS act	Cneo AK release	PGC1a acetyl inh	CFTR F508del cor
> CCN(CC)CCCN(C(=O)c1ccco1)c1nc(-c2ccc(Cl)cc2)cs1
→ -2.6	8.7	-5.9	-9.9	-20.2	10.9	-28.2	1.1
> COc1ccc(CCC(=O)N2CCN(S(=O)(=O)c3cccc(Cl)c3)CC2)cc1
→ -8.6	-6.9	1.2	-3.7	-12.9	-0.7	1.8	0.8
> CCCC(=O)Nc1ccc2c(c1)C(=O)N(C)C[C@H](OC)[C@@H](C)CN(Cc1ccccc1F)[C@@H](C)CO2
→ 1.8	7.3	-4.0	5.5[16.7 µM]	-29.4	0.1	8.8	1.3
> COc1ccc(CN2CCN(C(=O)c3ccc(S(=O)(=O)N4CCCCCC4)cc3)CC2)cc1F
→ -7.7	-10.3	-2.9	-12.3	-33.2	2.3	11.3	-2.5
> Cc1nc(SCC(=O)NCC2CCCO2)c2oc3ccccc3c2n1 (stereo not drawn)
→ ·	-17.6	8.0	-5.1	7.2	0.3	3.7	-2.3
> CN1CCN(C(=O)c2cccc(S(=O)(=O)N3CCCC3)c2)CC1
→ 11.4	9.6	-0.6	·	-2.0	-0.4	0.3	2.6
> CCOc1ccc(OCC)c(NC(=O)CCCN2C(=O)c3cccnc3C2=O)c1
→ ·	6.8	-5.0	-3.1	·	6.0	·	·
> O=C(O)c1ccc(CN(Cc2ccccc2)S(=O)(=O)c2ccc(Cl)cc2)cc1
→ -2.5	2.5	·	4.8	2.8	·	·	-3.9
> O=C(Nc1nccs1)c1ccc(Cl)cc1[N+](=O)[O-]
→ ·	-18.9	3.5	-0.9	7.7	2.6	6.2	1.4
> CCCCN1CC[C@H]2C=CC[C@@H](C(=O)Nc3nccs3)[C@H]2C1=O
→ -1.4	-0.5	-3.0	3.6	-0.6	0.7	·	-1.6
> CC(C)[C@H](NC(=O)c1ccc(Br)cc1)C(=O)NC1CCCCC1
→ ·	4.0	2.1	-10.3	5.7	-0.1	8.9	-1.9
> COC(=O)C1CC2=C(CC(C)(C)CC2=O)N(c2ccccc2)C1=O (stereo not drawn)
→ 1.7	1.3	1.1	·	5.1	0.3	·	3.1
> O=C(c1ccccc1F)N1CCCC(C(=O)N2CCc3ccccc3C2)C1 (stereo not drawn)
→ -2.5	6.0	·	·	0.8	·	-9.9	0.4
> CCOC(=O)Nc1ccc2c(CN(C)Cc3ccc(F)cc3)cc(=O)oc2c1
→ -3.5	-27.9	-2.3	-3.2	0.4	2.4	-0.9	1.4
> CCOC(=O)c1cnn(-c2ccccc2)c1-n1cccc1C(=O)C(=O)Nc1ccc(F)cc1
→ ·	29.1	-6.5	-0.6	·	-5.3	-78.3	·
> O=C(COC(=O)CCNS(=O)(=O)c1cccc(C(F)(F)F)c1)NC(=O)NC1CCCCC1
→ -7.4	-4.6	3.4	14.4	·	-0.9	-3.7	·
> O=C(Cc1ccccc1)NCCSCc1ccc(Cl)cc1
→ ·	-5.7	-1.1	-6.1	·	0.0	-13.7	·
> COC(=O)c1ccc(C(=O)N=c2sccn2C)cc1
→ -0.1	-36.4	1.7	2.8	10.1	-0.3	·	3.0
